MRP resist rev = reverses drug resistance mediated by MRP; H69AR cells + 2 uM doxorubicin, CellTiter-Glo, 72 h; differential viability (reversal), % at 10 µM; 0.04% of 85,000 active;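 active = viability drop by adding the cancer drug above about 55%, with treated viability meeting a 40% cutoff, limit read from the data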;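 also: viability without doxorubicin minus viability with 2 µM doxorubicin for each compound; larger differential means the compound sensitizes cells more to doxorubicin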
NFkB transloc pot = enhances IL-1B driven NFkB nuclear translocation; HUVEC IL-1B NFkB p65 nuclear translocation imaging; activation, % at 2 µM; 0.3% of 94,000 active; AID 819;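 active = activation above 40%, about the mean plus 3 SD, also judged a hit on visual image review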;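 also: percent activation is computed from the nuclear over cytoplasmic p65 intensity ratio; values of inactives mirror those of a sister screen read the other way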
Bcl-B TR3 displacers = displacers of TR3 peptide from Bcl-B, primary screen, selectivity assay for Bfl-1 inhibitor project, biochemical, fluorescence polarization; FP displacement of FITC-TR3 peptide from Bcl-B; higher % means a stronger effect; one-dose displacement, % at 20 µM; IC50 in µM for titrated hits; 0.11% of 96,000 active;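 active = displacement above 50% at 20 µM plus a fluorescence interference ratio under 1.5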;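 also: plate controls were wells without compound for no effect and wells lacking Bcl-B protein for full effect; a part of the inactive calls stands beside numbers as strong as those of hits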
PLAP inhibition = inhibition of human placental alkaline phosphatase – biochemical, luminescence, HTS (AID 690) | purified PLAP, luminescent substrate; higher % means a stronger effect | inhibition, % at 20 µM, or IC50 in µM where a hit was titrated | 0.08% of 96,000 active; in the data active = a potency from the dose series; inactive = the rest, 99 in 100 with inhibition below about 30%; also: strong numbers were not always called active
NFkB transloc inh = blocks IL-1B driven NFkB nuclear translocation in HUVEC cells; HUVEC IL-1B NFkB p65 nuclear translocation imaging; inhibition, % at 2 µM; 0.43% of 94,000 active; AID 796;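 active = inhibition above about 30% together with a positive call from visual inspection of the well image, limit read from the data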;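 also: nuclear over cytoplasmic p65 intensity ratio measured by imaging; 0% = IL-1B stimulated DMSO wells and 100% = unstimulated DMSO wells; values of inactives mirror those of a sister screen read the other way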
MRP resist rev cytotoxicity = also measured in MRP resist rev; calls as there; viability, %; H69AR cells, CellTiter-Glo, 72 h; measured here: cytotoxicity without doxorubicin
MRP resist rev with doxorubicin = also measured in MRP resist rev; calls as there; viability, %; measured here: viability with 2 uM doxorubicin; active compounds read low
NFkB transloc inh cell count 2 µM = second read-out of NFkB transloc inh, no call of its own (marks repeat the call); cell count; measured here: cells passing quality filter;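 raw number of nuclei counted in each imaged well without normalization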
NFkB transloc pot cell count 2 µM = further read-out of NFkB transloc pot, marked with its call; cell count; measured here: cells passing quality filter
* marks the source's active call; other numbers are inactive results; / = not tested or not shown. Only part of the results is shown; count on the stated rates, not on these rows.

SMILES | MRP resist rev | MRP resist rev cytotoxicity | MRP resist rev with doxorubicin | NFkB transloc pot | NFkB transloc pot cell count 2 µM | Bcl-B TR3 displacers | PLAP inhibition | NFkB transloc inh | NFkB transloc inh cell count 2 µM
Cc1ccccc1-n1nnnc1SCC(=O)Nc1ccc(S(=O)(=O)N2CCCC2)cc1 | 5 | 81 | 76 | 19 | 125 | -2% | -1% | -19 | 125
CC1(C)Cc2ccccc2C(/C(=N/O)C(N)=O)=N1 | 25 | 111 | 87 | 3 | 128 | -1% | 11% | -3 | 128
Cc1ccc(S(=O)(=O)NC(=O)Nc2nnc(C3CC3)s2)cc1 | / | / | / | 7 | 103 | -6% | 11% | -7 | 103
COc1cc(NS(=O)(=O)c2ccc(NS(=O)(=O)c3ccccc3)cc2)nc(OC)n1 | 16 | 108 | 92 | -4 | 177 | -5% | -16% | 4 | 177
Cc1nnc(SCCn2c(N3CC(C)CC(C)C3)nc3c2c(=O)n(C)c(=O)n3C)s1 (configuration not stated) | 14 | 97 | 83 | 3 | 179 | 1% | -15% | -3 | 179
COc1cc(NC(=O)c2ncn[nH]2)cc(OC)c1OC | / | / | / | 7 | 143 | / | / | -7 | 143
Clc1ccccc1Cn1nnc2c(Nc3ccccc3)ncnc21 | / | / | / | / | / | 6% | 22% | / | /
CC(C)Sc1nc2c(cnn2-c2ccc(F)cc2)c(=O)[nH]1 | -3 | 63 | 66 | -16 | 190 | 3% | -37% | 16 | 190
COc1ccc(CNC(=O)C2CSC(c3ccc(OC)cc3)N2C(C)=O)cc1 (configuration not stated) | -15 | 82 | 97 | -8 | 159 | 8% | -3% | 8 | 159
O=C(NCc1ccccc1)NC1(C(=O)N2CCCC2)CCCCC1 | -1 | 103 | 104 | -13 | 99 | -2% | 0% | 13 | 99
CCC1S/C(=C(\C#N)C(=O)NCc2ccco2)N(c2ccc(F)cc2)C1=O (configuration not stated) | 10 | 86 | 77 | -4 | 165 | -32% | -15% | 4 | 165
COc1ccc2c(c1OC)C(=O)OC2CC(=O)c1ccc2c(c1)OCO2 (configuration not stated) | 4 | 91 | 86 | -3 | 161 | -5% | 15% | 3 | 161
O=C(NCc1ccco1)c1cccc(N2CCCC2=O)c1 | 6 | 100 | 93 | 4 | 98 | 0% | -9% | -4 | 98
COc1ccc(CCNC(=O)CN2CCN(c3cccc(Cl)c3)CC2)cc1OC | -9 | 77 | 86 | 12 | 209 | 3% | -73% | -12 | 209
O=c1[nH]c2ccc(NC(=S)Nc3ccc(Cl)cc3Cl)cc2[nH]1 | / | / | / | -4 | 171 | 3% | 4% | 4 | 171
O=C(NCc1cccnc1)C1CCCN(Cc2cnn(-c3ccccc3)c2-n2cccc2)C1 (configuration not stated) | -15 | 81 | 96 | -12 | 193 | -3% | -45% | 12 | 193
N#Cc1c(N)nc(SCc2ccncc2)c(C#N)c1-c1cccs1 | -16 | 85 | 101 | / | / | -3% | 15% | / | /
CC(C)N(CCCNC(=O)C1CCN(S(=O)(=O)N2CCOCC2)CC1)Cc1ccccc1 | -3 | 93 | 96 | -6 | 90 | 9% | -52% | 6 | 90
CC(=O)C1=NN(c2ccccc2)C(c2cccs2)N1c1ccccc1 (configuration not stated) | 1 | 63 | 62 | -15 | 113 | -40% | 19% | 15 | 113
Cc1cccn2c(=O)c3cc(C(=O)NCCN4CCOCC4)c(=N)n(CCc4ccccc4)c3nc12 | -5 | 88 | 94 | 19 | 106 | -14% | -43% | -19 | 106
COc1ccccc1NC(=O)CN(Cc1ccccc1)S(C)(=O)=O | 2 | 96 | 95 | -4 | 71 | / | / | 4 | 71
O=c1c2ccccc2cnn1-c1ccc(Br)cc1 | 9 | 85 | 76 | 11 | 148 | -7% | 7% | -11 | 148
O=C(Nc1ccc2nn(-c3ccccc3)nc2c1)c1ccc2c(c1)OCO2 | 41 | 87 | 46 | -6 | 87 | -30% | -2% | 6 | 87
COc1ccc2[nH]c(=O)c(-c3noc(-c4ccccc4)n3)cc2c1 | -8 | 75 | 83 | -4 | 130 | -4% | -8% | 4 | 130
CC1CCN(c2nnc(NC(=O)Cn3c(=O)oc4ccccc43)s2)CC1 | / | / | / | -5 | 191 | -5% | -3% | 5 | 191

Ordered by SMILES length (low to high): 13 of the compounds above.
SMILES | MRP resist rev | MRP resist rev cytotoxicity | MRP resist rev with doxorubicin | NFkB transloc pot | NFkB transloc pot cell count 2 µM | Bcl-B TR3 displacers | PLAP inhibition | NFkB transloc inh | NFkB transloc inh cell count 2 µM
O=c1c2ccccc2cnn1-c1ccc(Br)cc1 | 9 | 85 | 76 | 11 | 148 | -7% | 7% | -11 | 148
O=C(NCc1ccco1)c1cccc(N2CCCC2=O)c1 | 6 | 100 | 93 | 4 | 98 | 0% | -9% | -4 | 98
COc1cc(NC(=O)c2ncn[nH]2)cc(OC)c1OC | / | / | / | 7 | 143 | / | / | -7 | 143
Clc1ccccc1Cn1nnc2c(Nc3ccccc3)ncnc21 | / | / | / | / | / | 6% | 22% | / | /
COc1ccccc1NC(=O)CN(Cc1ccccc1)S(C)(=O)=O | 2 | 96 | 95 | -4 | 71 | / | / | 4 | 71
Cc1ccc(S(=O)(=O)NC(=O)Nc2nnc(C3CC3)s2)cc1 | / | / | / | 7 | 103 | -6% | 11% | -7 | 103
CC1CCN(c2nnc(NC(=O)Cn3c(=O)oc4ccccc43)s2)CC1 | / | / | / | -5 | 191 | -5% | -3% | 5 | 191
COc1ccc(CNC(=O)C2CSC(c3ccc(OC)cc3)N2C(C)=O)cc1 (configuration not stated) | -15 | 82 | 97 | -8 | 159 | 8% | -3% | 8 | 159
CCC1S/C(=C(\C#N)C(=O)NCc2ccco2)N(c2ccc(F)cc2)C1=O (configuration not stated) | 10 | 86 | 77 | -4 | 165 | -32% | -15% | 4 | 165
Cc1ccccc1-n1nnnc1SCC(=O)Nc1ccc(S(=O)(=O)N2CCCC2)cc1 | 5 | 81 | 76 | 19 | 125 | -2% | -1% | -19 | 125
O=C(NCc1cccnc1)C1CCCN(Cc2cnn(-c3ccccc3)c2-n2cccc2)C1 (configuration not stated) | -15 | 81 | 96 | -12 | 193 | -3% | -45% | 12 | 193
Cc1nnc(SCCn2c(N3CC(C)CC(C)C3)nc3c2c(=O)n(C)c(=O)n3C)s1 (configuration not stated) | 14 | 97 | 83 | 3 | 179 | 1% | -15% | -3 | 179
Cc1cccn2c(=O)c3cc(C(=O)NCCN4CCOCC4)c(=N)n(CCc4ccccc4)c3nc12 | -5 | 88 | 94 | 19 | 106 | -14% | -43% | -19 | 106

The list goes on:
SMILES | MRP resist rev | MRP resist rev cytotoxicity | MRP resist rev with doxorubicin | NFkB transloc pot | NFkB transloc pot cell count 2 µM | Bcl-B TR3 displacers | PLAP inhibition | NFkB transloc inh | NFkB transloc inh cell count 2 µM
Cc1ccc(SCCC(=O)NCCSCc2ccccc2C)cc1 | / | / | / | 5 | 105 | -13% | -2% | -5 | 105
O=C(C1CCN(S(=O)(=O)c2cccc3cccnc23)CC1)N1CC=C(c2ccccc2)CC1 | -10 | 53 | 63 | 11 | 170 | -59% | -42% | -11 | 170
Nc1c(S(=O)(=O)c2ccccc2)cnc2c(-c3ccc(F)cc3)cnn12 | / | / | / | 4 | 180 | 7% | -2% | -4 | 180
O=C(NCC(F)(F)F)Nc1ncccn1 | -3 | 89 | 92 | -3 | 133 | -3% | 6% | 3 | 133
CC(=O)Nc1nnc(CCN2CCCCC2)s1 | -2 | 98 | 100 | -1 | 174 | 3% | -12% | 1 | 174
COc1ccc(/C=N/NC(=O)Nc2cccc3nsnc23)c(OC)c1 | / | / | / | 2 | 187 | 3% | 13% | -2 | 187
COC(=O)c1c(C)[nH]c(C(=O)CN2CCOCC2)c1C | -9 | 94 | 102 | 22 | 192 | -4% | 5% | -22 | 192
CS(=O)(=O)N(CC(N)=O)Cc1ccc(Cl)cc1 | -3 | 97 | 99 | 2 | 150 | -10% | 18% | -2 | 150
COc1ccc(Nc2nc(NCCO)nc(OC)n2)cc1 | 15 | 105 | 90 | 8 | 67 | 1% | -18% | -8 | 67
O=C(CCCNC(=O)/C(=C\c1ccccc1F)NC(=O)c1ccccc1)OCc1ccccc1 | / | / | / | 3 | 137 | 5% | 22% | -3 | 137
CCC1(C)COC2(OC1)C(=O)Nc1ccccc12 (configuration not stated) | -14 | 88 | 102 | / | / | -5% | 7% | / | /
Cc1nn(C)c(C)c1NC(=O)CSc1nc(Cc2ccccc2)nc2c1cnn2-c1ccccc1 | 2 | 5 | 3 | -4 | 179 | / | / | 4 | 179
CCc1c(C)sc(NC(=O)c2cnn3cccnc23)c1C#N | 6 | 81 | 74 | -7 | 132 | -4% | 10% | 7 | 132
COc1ccc2c(C(=O)CN3CC(C)OC(C)C3)c[nH]c2c1 (configuration not stated) | -4 | 92 | 96 | 5 | 119 | -9% | -13% | -6 | 119
O=C(O)C1C2C=CC(O2)C1C(=O)NCc1ccccc1Br (configuration not stated) | 7 | 93 | 86 | 17 | 110 | -2% | -8% | -17 | 110
Cc1ccc(C(C(=O)NC2CCCC2)N2CCCC(C)C2)cc1 (configuration not stated) | 10 | 92 | 82 | 4 | 60 | -1% | -6% | -4 | 60
COc1ccc(OC)c(S(=O)(=O)NCc2cn3cccc(C)c3n2)c1 | -6 | 92 | 97 | -6 | 88 | / | / | 6 | 88
C=CCNC(=O)c1ccc(N(C)S(=O)(=O)c2ccc(OC)cc2)cc1 | -12 | 53 | 64 | 18 | 186 | 7% | 10% | -18 | 186
COc1ccc(CCC(=O)Nc2cc(Cl)ccc2N2CCN(C)CC2)cc1 | -8 | 68 | 76 | 7 | 168 | -8% | -35% | -7 | 168
CCOC(=O)N1CCN(C(=O)CSc2nnc(-c3cc(OC)cc(OC)c3)o2)CC1 | -15 | 72 | 87 | -2 | 93 | -4% | -34% | 2 | 93
Cc1cc2c(c(=O)n1Cc1cccnc1)C(Cc1ccccc1)C(C#N)=C(N)O2 (configuration not stated) | 1 | 86 | 85 | -1 | 123 | 1% | 16% | 1 | 123
COC(=O)c1c(-n2c(C)cc(C=O)c2C)sc2c1CCCC2 | / | / | / | 17 | 154 | -15% | / | -17 | 154
Nc1nc2sc3c(c2cc1C(=O)N1CCOCC1)CCCC3 | 11 | 88 | 77 | 23 | 144 | 4% | 9% | -23 | 144
O=C1c2ccccc2C(O)(Cc2ccccc2)N1C1CCCCC1 (configuration not stated) | -5 | 84 | 89 | -37 | 9 | -2% | -11% | 37* | 9*
Cc1ccc(S(=O)(=O)N2CCN(C(=O)CSc3ncc(C(F)(F)F)cc3Cl)CC2)cc1 | -3 | 6 | 9 | -6 | 129 | 7% | -4% | 6 | 129
SMILES | MRP resist rev | MRP resist rev cytotoxicity | MRP resist rev with doxorubicin | NFkB transloc pot | NFkB transloc pot cell count 2 µM | Bcl-B TR3 displacers | PLAP inhibition | NFkB transloc inh | NFkB transloc inh cell count 2 µM
Cc1nc(N2CCN(C(=O)CCC(=O)O)CC2)c2c(C)c(C)sc2n1 | -9 | 96 | 105 | / | / | -4% | -41% | / | /
Cc1ccc(-c2nnc(SCc3ccccc3F)o2)cc1 | -16 | 79 | 94 | -1 | 144 | 4% | 10% | 1 | 144
COc1ccc(C(NC(N)=O)c2ccccc2)cc1 (configuration not stated) | 6 | 88 | 82 | -3 | 124 | -2% | -1% | 3 | 124
COc1ccc(-n2cnnc2SC(C)c2nc3sc(C)c(C)c3c(=O)[nH]2)cc1 (configuration not stated) | 1 | 86 | 85 | -8 | 94 | -7% | -57% | 8 | 94
O=C(Nc1cccnc1)c1c(F)cccc1F | -3 | 93 | 96 | -4 | 118 | 8% | 2% | 4 | 118
COc1cccc(/C=N/NC(=O)CSc2nnc(C)n2-c2ccccc2)c1O | / | / | / | -23 | 115 | -14% | -107% | 24 | 115
CCOC(=O)Nc1sc(C(=O)N(C)C)c(C)c1C(=O)OCC | 11 | 84 | 73 | 7 | 126 | 5% | -28% | -7 | 126
CC(C)NS(=O)(=O)c1ccc(OCC(=O)NCc2cccnc2)cc1 | 17 | 115 | 98 | -1 | 102 | -6% | 13% | 1 | 102
O=C(CSc1nc2ccccc2o1)c1ccc2c(c1)OCCO2 | 3 | 87 | 84 | -9 | 156 | -11% | 29% | 9 | 156

Source: PubChem BioAssay (several laboratories)
